All columns: NCI-60 one-dose screen, growth in % after 48 h at 10 µM unless noted; 100 = growth as untreated, 0 = no growth, -100 = all killed.
SW-620: SW-620 colon cancer. 5.2% of 82,000 active
SNB-19: SNB-19 CNS cancer cells; 2.5% of 81,000 active; AID 1794751
HCC-2998: HCC-2998 colon cancer; 4.7% of 79,000 active
DU-145: DU-145 prostate cancer; AID 1794760; 4.2% of 81,000 active
SF-539: SF-539 CNS cancer. 6.8% of 81,000 active. AID 1794752
SNB-75: SNB-75 CNS cancer; 5% of 79,000 active
HT29: HT29 colon cancer. 7.4% of 81,000 active
KM12: KM12 colon cancer cells. 5% of 82,000 active. AID 1794800
PC-3: PC-3 prostate cancer cells | 3.9% of 80,000 active
Active calls of the source: *; x = not tested or not shown; & = joins results of further samples. Rule for the calls: active = growth percent below 10; inactive = the rest.

SMILES	SW-620	SNB-19	HCC-2998	DU-145	SF-539	SNB-75	HT29	KM12	PC-3
CN(C)c1ccc(/C=C/C(=O)c2ccc(NC(=O)CSc3nc4c([nH]3)c(=O)n(C)c(=O)n4C)cc2)cc1	102	99	125	114	107	92	105	99	95
COc1ccc(C2C3=C(CC(C)(C)CC3=O)N(CCc3ccc(S(N)(=O)=O)cc3)C3=C2C(=O)CC(C)(C)C3)cc1OC	111	101	97	104	99	97	106	102	99
Cn1c2c(c3cc(Cl)ccc31)-n1cccc1C2=O	108	96	103	108	97	108	97	107	100
O=C(Nc1nc2ccc(C(=O)N3CCN(/C=C/c4ccccc4)CC3)cc2s1)c1ccc(NCCc2ccccc2)c([N+](=O)[O-])c1	4.3*	70	77	71	72	79	5.5*	53	45
CC(=O)N(c1nc2ccccc2s1)N1C(=O)c2ccccc2C1=O	97	110	106	110	112	110	105	107	87
BrCc1cccc(C[P+](c2ccccc2)(c2ccccc2)c2ccccc2)c1	25	52	33	65	35	48	51	30	23
COC1=CC(c2ccc[nH]2)=N/C1=C\c1[nH]c(C)c(C(=O)CCCCC(=O)NCCNC(=O)CC[C@H](NC(=O)c2ccc(NCc3cnc4nc(N)[nH]c(=O)c4n3)cc2)C(=O)O)c1C	104	106	95	114	103	97	92	102	93
CC(C)CCn1nc(C(=O)N(C)Cc2ccccc2)c2c1CCN(Cc1ccc(F)cc1)C2	104	92	111	115	113	90	103	99	93
O=C1Nc2ccccc2/C1=N/c1nnc(Sc2ccccc2)s1	88	99	101	105	96	90	106	80	84
CCOC(=O)c1nnsc1C(OC)Oc1ccccc1 (centres undefined)	104	105	99	104	106	92	107	111	98
C#CCO[C@H]1CC(CC#C)(CC#C)C(=O)[C@@H]2[C@H]1[C@H]1C[C@@H]3[C@@]4(C)CCC[C@@](C)(C(=O)OC)[C@@H]4CC[C@@]23C=C1C(C)C	96	93	103	98	85	94	56	63	59
Cc1nn(-c2cc(=O)[nH]c3ccc(Cl)cc23)c(N)c1C#N	99	108	102	114	100	61	110	104	96
CNC(=O)c1ccc2n1[C@H](C)c1ccccc1-2	100	117	110	112	109	92	110	117	98
O=C(Nc1cccc(F)c1)Nc1cccc(Cn2c(=O)[nH]c3ccc(Oc4ncccn4)cc3c2=O)c1	98	77	90	80	94	83	78	88	70
O=C(NC1CCCC1)c1ccc(N2CCC(NCc3cccc(C(F)(F)F)c3)CC2)cc1	97	105	41	91	98	85	37	84	83
C=C1C(=O)O[C@H]2[C@H]1CC/C(COC(=O)NCc1ccc(OC)cc1)=C\CC[C@@]1(C)O[C@@H]21	1.8*	62	83	34	50	96	-4.4*	74	53
COc1cc(O)cc(C)c1C(=O)O[C@H]1[C@@H](O)[C@H](n2ccc(=O)n(C)c2=O)O[C@@H]1CO	111	103	93	111	99	82	80	109	77
CCOC(=O)CCC(C(C)=O)C(=O)OCC (centres undefined)	105	105	104	109	106	108	101	109	97
C=CCOc1nc(N)nc(N)n1	95	98	103	x	97	84	90	x	75
CC(=O)O[C@H]1C[C@H](n2cc(F)c(N)nc2=O)O[C@]1(C)CO[Si](c1ccccc1)(c1ccccc1)C(C)(C)C	61	73	73	65	89	68	52	50	29
Nc1nnc(-c2c[nH]c3ccc(F)cc23)c(-c2c[nH]c3ncc(Br)cc23)n1	76	51	99	80	53	54	71	60	78
CSc1ncc(Br)c(Nc2ccc(Cl)c(Cl)c2)n1	98	104	120	97	104	93	86	92	79
COc1cccc2c1CCC(=O)C2	x	115	100	111	117	100	100	101	101
CC1=Cc2cc(Cl)cc(Cl)c2OC12C=Cc1cc(Cl)cc(Cl)c1O2 (centres undefined)	105	108	106	117	101	94	108	99	106
CCCCCCCCCc1ccc(OC(=O)C(C)C)cc1	89	100	100	104	96	91	116	99	99
O=C(Oc1ccc(Cl)cc1)Oc1ccc(Cl)cc1	109	106	x	124	107	109	x	111	107
N#C/C(=C/c1cc(I)cc(I)c1O)C(N)=O	102	100	102	104	102	88	108	91	103
O=C1NC(=S)N/C1=C\c1ccc(Cl)cc1Cl	100	100	106	99	100	105	106	91	94
CCOC(=O)C1=C(c2ccccc2)N=C2N(c3ccccc3)N=C(C(C)=O)N2C1c1ccc(Cl)cc1 (centres undefined)	97	89	111	104	101	87	95	94	81
C[C@@H]1CCCCCCCCC[C@H](OC(=O)CCC(=O)O)C(=O)/C=C/C(=O)O1	92	102	108	103	99	71	88	100	62
O=C1NC(=Nc2ccc(Cl)cc2)S/C1=C\c1cn(-c2ccccc2)nc1-c1ccccc1	75	90	100	89	81	66	77	98	56
COc1ccc(Oc2nc(NC3CCCCCC3)nc(Oc3ccc(OC)cc3)n2)cc1	91	112	115	97	92	90	64	93	65
Cc1c(Cc2ccccc2)c(=O)oc2c(C)c(OCc3nnc(-c4ccccc4)o3)ccc12	100	92	106	111	102	90	97	101	99
O=C1c2cccc(-c3ccc(C(F)(F)F)cc3)c2C2CC=CCN12 (centres undefined)	106	85	105	98	88	91	76	101	69
COc1ccc(/C=C(\C#N)C(=O)Nc2cc(OC)nc(OC)n2)cc1	102	94	106	121	89	81	109	113	104
COc1ccc(-c2[nH]ncc2CNc2cc3cc(OC)c(OC)cc3c(C)n2)cc1	99	97	112	101	99	119	89	94	89
Oc1ccccc1/C=N/N1CCCCCC1	108	97	96	108	113	80	98	103	x
NC1(CO)COC(c2ccccc2)OC1 (centres undefined)	111	111	126	115	109	120	97	107	99
O=S(=O)(c1ccc(NCSc2nc3ccccc3s2)cc1)c1ccc(NCSc2nc3ccccc3s2)cc1	100	96	96	106	103	82	88	102	65
COc1ccc(/C=C/C(=O)Nc2cccnc2Nc2ccc(F)cc2)cc1	106	88	106	118	94	97	109	107	x
N=C(N)c1ccc(-c2ccc(-c3ccc(Cl)cc3Cl)s2)cc1F	-64*	-34*	-82*	-82*	-95*	21	-29*	-86*	-14*
O=CNc1ccc(-c2nn(-c3ccccc3)cc2/C=C2\SC(=S)NC2=O)cc1	91	62	101	110	73	96	113	78	83
CC(C)(C)c1cc(C(=O)Nc2ccccc2C(=O)NCCCN=C(N)N)cc(C(C)(C)C)c1	95	56	86	95	101	72	85	96	70
Cn1nc(C(=O)O)c(=O)[nH]c1=S	101	115	107	106	93	102	x	105	x
O=[N+]([O-])C1C2OC3(CCCCC3)OC2C([N+](=O)[O-])[C@H](c2c[nH]c3ccccc23)c2c([nH]c3ccccc23)[C@@H]1c1c[nH]c2ccccc12 (some centres undefined)	91	96	91	95	107	96	101	84	66
CC(=O)c1nc(Nc2ccc(F)cc2)sc1C	97	98	109	106	102	78	101	101	99
COc1ccc(C2CC(=O)c3cc(OC)ccc3O2)cc1 (centres undefined)	104	97	111	111	106	102	99	110	94
O=c1oc(-c2ccccc2)nc2ccccc12	112	x	105	124	104	88	113	108	95
O=C(NC(CSSCC(NC(=O)OCc1ccccc1)C(=O)O)C(=O)O)OCc1ccccc1 (centres undefined)	106&94	104&93	96&110	118&101	92&94	91&78	96&93	106&95	73&91
Nc1ccc(C(=O)O)c(C(=O)O)c1	108	108	95	x	96	91	98	102	84
O=c1ssc(=Nc2ccc(Cl)cc2)n1-c1ccc(Cl)cc1	65	84	96	76	91	106	89	68	61
CNC(=O)CC[C@@]1(C)[C@H](O)CC[C@@H]2[C@@H]1CC[C@]1(C)[C@@H]([C@H](C)CCCC(C)C)CC[C@@H]21	39	84	56	78	59	94	42	40	35
Clc1ccc(Nc2cccc(-c3cn[nH]c3)c2)c(Cl)c1	91	86	94	86	93	46	88	92	83
CC(C)c1cccc(C(C)C)c1NC(=O)N1CCCCC1	110	95	108	115	100	104	104	108	104
O=C(NO)[C@H]1O[C@@H](n2cnc3c(=O)[nH]cnc32)[C@H](O)[C@@H]1O	108	100	111	106	103	112	104	108	111
CSc1nc(Cl)cc(=O)n1C	98	107	x	111	100	98	x	107	96
COc1ccc(C2=CC(c3ccc(OC)cc3Br)N3C(C)=CSC3=N2)cc1 (centres undefined)	108	80	x	103	102	x	96	101	68
CCCCS(=O)(=O)Oc1ccc(-c2nc(C)c(C(=O)OCC)s2)cc1C=O	30	54	94	61	58	89	19	57	54
CCCCn1cnc2c(SCc3ccc([N+](=O)[O-])cc3)nc(N)nc21	109	86	91	123	95	96	99	98	90
O=S(=O)(c1cccc2ncccc12)N1CCN(c2nccc(-c3c(-c4cccc(F)c4)nc4sccn34)n2)CC1	75	77	87	66	95	54	62	86	58

12 structures from above, sorted by SMILES length, rising.
SMILES	SW-620	SNB-19	HCC-2998	DU-145	SF-539	SNB-75	HT29	KM12	PC-3
CSc1nc(Cl)cc(=O)n1C	98	107	x	111	100	98	x	107	96
Nc1ccc(C(=O)O)c(C(=O)O)c1	108	108	95	x	96	91	98	102	84
O=c1oc(-c2ccccc2)nc2ccccc12	112	x	105	124	104	88	113	108	95
CC(=O)c1nc(Nc2ccc(F)cc2)sc1C	97	98	109	106	102	78	101	101	99
COc1ccc(C2CC(=O)c3cc(OC)ccc3O2)cc1 (centres undefined)	104	97	111	111	106	102	99	110	94
O=c1ssc(=Nc2ccc(Cl)cc2)n1-c1ccc(Cl)cc1	65	84	96	76	91	106	89	68	61
CCCCn1cnc2c(SCc3ccc([N+](=O)[O-])cc3)nc(N)nc21	109	86	91	123	95	96	99	98	90
COc1ccc(C2=CC(c3ccc(OC)cc3Br)N3C(C)=CSC3=N2)cc1 (centres undefined)	108	80	x	103	102	x	96	101	68
CCCCS(=O)(=O)Oc1ccc(-c2nc(C)c(C(=O)OCC)s2)cc1C=O	30	54	94	61	58	89	19	57	54
O=C(NC(CSSCC(NC(=O)OCc1ccccc1)C(=O)O)C(=O)O)OCc1ccccc1 (centres undefined)	106&94	104&93	96&110	118&101	92&94	91&78	96&93	106&95	73&91
O=C(NO)[C@H]1O[C@@H](n2cnc3c(=O)[nH]cnc32)[C@H](O)[C@@H]1O	108	100	111	106	103	112	104	108	111
CNC(=O)CC[C@@]1(C)[C@H](O)CC[C@@H]2[C@@H]1CC[C@]1(C)[C@@H]([C@H](C)CCCC(C)C)CC[C@@H]21	39	84	56	78	59	94	42	40	35

Further records.
SMILES	SW-620	SNB-19	HCC-2998	DU-145	SF-539	SNB-75	HT29	KM12	PC-3
N#Cc1cc2c(C(=O)c3cccs3)cn(O)c2cc1C#N	103	101	102	104	106	99	102	92	89
Cc1c(-c2nnc(-c3ccc([N+](=O)[O-])cc3)o2)nnn1-c1ccc([N+](=O)[O-])cc1	110	101	102	112	87	101	99	113	91
CCOC(=O)c1nc(Nc2ccc(NC(=O)Nc3ccccc3)cc2)c2ccccc2n1	95	92	x	102	87	41	103	104	101
CC(=O)c1cc2ccc(OCC(=O)N3CCCCC3)cc2oc1=O	99	105	106	104	104	89	119	102	96
COc1ccc(C2=NN(C(N)=S)C(c3cc4ccccc4[nH]c3=O)C2)cc1 (centres undefined)	98	91	105	110	97	100	94	103	84
Cc1nc2ncccc2nc1Nc1ccc(S(=O)(=O)Nc2ncccn2)cc1	98	x	98	114	x	x	112	104	107
c1ccc(C(CC2=NCCCN2)c2ccccc2)cc1	100	107	102	102	88	86	102	100	84
COc1cc(C2CC(c3ccc(N4CCOCC4)cc3)=NN2c2nc(-c3ccc(Cl)cc3)c(C#N)c(N3CCOCC3)n2)cc(OC)c1OC (centres undefined)	106	103	110	104	89	76	98	100	65
Cc1ccc(S(=O)(=O)OC2CCCCC2Br)cc1 (centres undefined)	112	x	105	121	103	103	117	115	88
NNC(=O)CCC(NC(=O)OCc1ccccc1)C(=O)NN (centres undefined)	100	107	101	109	92	85	92	97	102
O=C1C(c2ccc3ccccc3n2)=C(O)c2ccccc21	63	72	85	73	34	78	68	47	65
CCSc1nc(Cl)c(C#N)c(-c2cccc(Br)c2)n1	103	114	101	116	104	110	109	110	102
Oc1ccc(/C=C2\CCc3cc4ccc(O)cc4[o+]c32)c(O)c1	64	76	59	90	119	96	92	44	75
Cc1nc(N)sc1-c1csc(Nc2ccc(C(F)(F)F)cc2)n1	21	47	21	36	27	57	-28*	10	37
COc1ccccc1/C=C/C(=O)c1c(O)cc2occc2c1OC	62	70	x	22	89	44	98	37	52
C/C(=N\Nc1ncc(-c2ccc(Cl)cc2)s1)c1cc2ccccc2o1	95	99	114	105	90	103	99	93	94
COc1ccc(OC)c(-c2c(C#N)c(-c3cccs3)nc3c2c(-c2ccccc2)nn3-c2ccccc2)c1	94	97	110	111	93	89	97	105	93
Cc1[nH]n(C(N)=S)c(=O)c1N=Nc1ccc(S(=O)(=O)N=C(N)N)cc1	99&104	105&97	118&106	121&106	94&103	91&80	114&110	105&105	93&101
CC(=O)O[C@H]1Cc2c([nH]c3ccccc23)[C@@H](c2ccc(Cl)cc2)N1C(=O)CCNC(C)(C)C	61	69	60	65	40	43	29	67	36
CCCCCC(=O)N(CCCC)CCCC	117	93	111	120	97	86	111	109	100
O=C(Nc1ccc(F)cc1)c1ccc(C(=O)Nc2ccc(F)cc2)cc1	109	106	111	112	90	84	98	108	100
CCOc1cc(C2C(Cl)C(=O)N2n2cnnc2)ccc1O (centres undefined)	97	102	100	110	101	73	97	99	91
O=C1CC(c2ccccc2)Oc2cc(O)cc(O)c21 (centres undefined)	106	104	94	103	92	83	86	100	85
C=C1C(=O)O[C@H]2[C@H]1CC/C(COC(=O)NCc1nc3ccccc3[nH]1)=C\CC[C@@]1(C)O[C@@H]21	25	99	104	80	78	92	64	99	86
Cc1c(C(N)=O)sc2[nH]c(=S)n(Cc3ccccc3)c(=O)c12	105	104	108	110	104	x	96	102	100
O=C1CNC(c2ccccc2Cl)N1O (centres undefined)	106	95	105	119	99	86	100	116	98
N#CC1=C(/N=C/c2ccccc2)Oc2c(ccc3ccccc23)C1c1ccco1 (centres undefined)	98	102	118	112	95	58	112	105	91

From PubChem BioAssay

Rows are unselected; 11% or so of the library scored in one or more.
